# EP2 modulator = modulators of human EP2 prostaglandin E2 receptor. 260,000 compounds, 0.83% hits. induction, % at 25 µM. P43116. AID 940. EP2-expressing cells, cAMP HTRF FRET, PGE2 co-stimulation;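 active means compounds whose cAMP rise, as percent of the full-agonist control response, exceeds 60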;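 further: rat C6 glioma line stably carrying human EP2 under a CMV promoter; the protocol text gives 20 µM as final concentration; 100% = response of wells given 1 µM PGE2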
# EP2 antag = inhibitors of human EP2 prostaglandin E2 receptor. P43116. inhibition, % at 25 µM. 260,000 compounds, 0.52% hits. C6 glioma cells expressing human EP2, cAMP TR-FRET; cells stimulated with saturating PGE2;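 active means percent inhibition above 40 after rounding to a whole number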;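 further: rat C6 glioma host cells with rolipram phosphodiesterase inhibitor present; the protocol text gives 20 µM as final concentration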
# NPY1 pot ag = human NPY-Y1 potentiation or agonism, primary screen; 220,000 compounds, 0.37% hits; AID 1304; activation, % at 3.6 µM; P25929; NPY-Y1 expressing cells, potentiator/agonist activation; in the data active means activation above about 33%, passing the limit was not always enough;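 further: cells stimulated with NPY at EC10 then isoproterenol at EC100; 0% = low agonist plus stimulus and 100% = saturating agonist plus stimulus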
# eIF4E 4G PPI = inhibitors of eIF4E and eIF4G interaction in translation initiation | P63073+Q04637 | TR-FRET eIF4E-eIF4GI(517-606) binding, 2 h | inhibition, % at 21.7 µM | 220,000 compounds, 0.37% hits;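 active means inhibition above about 30%, limit read from the data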;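 further: 0% = full FRET control wells and 100% = background wells lacking eIF4GI fragment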
# Target sequence (P63073 whole entry, looked up, the tested form may be a part): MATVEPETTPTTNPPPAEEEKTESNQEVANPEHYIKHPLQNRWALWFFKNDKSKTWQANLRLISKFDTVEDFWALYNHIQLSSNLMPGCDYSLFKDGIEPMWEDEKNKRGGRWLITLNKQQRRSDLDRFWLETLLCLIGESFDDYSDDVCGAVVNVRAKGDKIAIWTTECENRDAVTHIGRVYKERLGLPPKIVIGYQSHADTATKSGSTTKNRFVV
# Target sequence (Q04637 whole entry, looked up, the tested form may be a part): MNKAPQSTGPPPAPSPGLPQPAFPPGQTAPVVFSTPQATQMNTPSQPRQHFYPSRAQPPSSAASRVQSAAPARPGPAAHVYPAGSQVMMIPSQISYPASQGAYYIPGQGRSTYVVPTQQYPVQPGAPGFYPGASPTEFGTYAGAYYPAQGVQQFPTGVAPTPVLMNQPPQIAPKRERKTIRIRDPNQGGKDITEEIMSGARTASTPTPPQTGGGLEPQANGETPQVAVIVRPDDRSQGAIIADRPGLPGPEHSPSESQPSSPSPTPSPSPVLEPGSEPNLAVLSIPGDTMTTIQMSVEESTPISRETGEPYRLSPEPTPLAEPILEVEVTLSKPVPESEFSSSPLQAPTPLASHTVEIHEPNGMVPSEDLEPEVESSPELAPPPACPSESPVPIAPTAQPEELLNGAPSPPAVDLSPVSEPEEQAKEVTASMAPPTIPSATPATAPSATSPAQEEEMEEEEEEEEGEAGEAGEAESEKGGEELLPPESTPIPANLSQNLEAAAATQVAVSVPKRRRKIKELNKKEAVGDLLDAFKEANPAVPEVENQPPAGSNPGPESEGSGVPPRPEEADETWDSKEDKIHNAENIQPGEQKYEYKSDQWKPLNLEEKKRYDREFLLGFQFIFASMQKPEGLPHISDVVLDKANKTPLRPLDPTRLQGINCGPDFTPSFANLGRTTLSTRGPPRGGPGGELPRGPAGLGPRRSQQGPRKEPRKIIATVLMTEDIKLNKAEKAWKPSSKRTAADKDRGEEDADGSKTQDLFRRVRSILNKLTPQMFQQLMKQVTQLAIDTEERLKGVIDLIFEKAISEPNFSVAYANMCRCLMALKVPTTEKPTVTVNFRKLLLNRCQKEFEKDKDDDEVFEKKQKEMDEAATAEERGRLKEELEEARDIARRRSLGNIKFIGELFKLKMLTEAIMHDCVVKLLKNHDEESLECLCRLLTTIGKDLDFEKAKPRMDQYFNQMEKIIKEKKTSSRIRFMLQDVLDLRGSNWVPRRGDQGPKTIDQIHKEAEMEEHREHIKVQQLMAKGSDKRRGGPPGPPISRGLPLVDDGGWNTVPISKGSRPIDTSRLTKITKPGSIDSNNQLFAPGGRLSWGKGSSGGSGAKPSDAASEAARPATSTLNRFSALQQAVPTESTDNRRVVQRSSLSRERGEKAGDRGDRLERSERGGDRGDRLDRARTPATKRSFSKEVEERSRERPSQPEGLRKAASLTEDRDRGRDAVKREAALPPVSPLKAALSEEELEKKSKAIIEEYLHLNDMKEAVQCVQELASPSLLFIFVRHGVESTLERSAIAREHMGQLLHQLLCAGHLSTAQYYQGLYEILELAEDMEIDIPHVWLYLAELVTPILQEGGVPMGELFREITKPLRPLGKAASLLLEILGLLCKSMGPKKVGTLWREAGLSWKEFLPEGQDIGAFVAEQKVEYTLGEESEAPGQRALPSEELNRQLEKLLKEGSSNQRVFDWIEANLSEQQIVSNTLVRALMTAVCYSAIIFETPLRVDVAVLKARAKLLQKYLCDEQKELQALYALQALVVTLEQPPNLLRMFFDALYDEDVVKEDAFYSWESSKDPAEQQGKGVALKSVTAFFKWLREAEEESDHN
# S1P4 ag = activates the human S1P4 receptor | AID 1509 | O95977 | S1P4-expressing cell line, agonist reporter assay | 220,000 compounds, 0.35% hits | activation, % at 4.98 µM; in the data active means activation above about 11%;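 further: 0% = DMSO vehicle and 100% = reference agonist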
# NPY Y1 blocker = blocks the human neuropeptide Y Y1 receptor; HEK293-CNG Y1 cells, membrane potential fluorescence; NPY at EC95, then isoproterenol; P25929; inhibition, % at 3.6 µM; AID 1040; 200,000 compounds, 1% hits;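 active means inhibition above the campaign mean inhibition of all tested compounds plus 3 SD, cut at about 20% in these data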;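 further: 0% = DMSO wells given NPY plus isoproterenol and 100% = isoproterenol alone without NPY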
#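 Material: HEK293 Y1/CNG channel cell line; also added: NPY (25 nM), isoproterenol (1 µM), Ro 20-1724 (25 µM); doses: one concentration, 3.6 µM, in 0.4% DMSO; schedule: compound incubation 1 h at room temperature, readout 45 min post-stimulation; technique: membrane potential fluorescence; measure: fluorescence ratio normalized to % inhibition between controls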
# NPY2 pot ag = potentiators or agonists of human neuropeptide Y receptor Y2; activation, % at 3.6 µM; cells expressing NPY-Y2, potentiator/agonist read-out; P49146; 220,000 compounds, 0.45% hits; in the data active means activation above about 27%;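 further: cells stimulated with NPY near EC25 plus isoproterenol at EC100; 0% = vehicle plus submaximal agonist and 100% = vehicle plus saturating agonist; some results beyond the cut were filed as inactive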
# S1P4 antag = antagonists of human S1P4 receptor; AID 1510; 220,000 compounds, 0.26% hits; O95977; inhibition, % at 4.98 µM; S1P4-expressing cells, antagonist mode, reporter read-out; in the data active means inhibition above about 29%;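 further: 0% = wells stimulated with agonist and 100% = vehicle wells without agonist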
# p97 inhibitor = blocks human p97 ATPase activity. P55072. recombinant p97 ATPase, Kinase-Glo ATP luminescence, 3 h. inhibition, % at 8 µM. 220,000 compounds, 0.42% hits. AID 1481; in the data active means inhibition above about 15%;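 further: 0% = DMSO vehicle and 100% = wells lacking enzyme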
# * hit, by the source's call; / = not tested or not shown; & = joins results of further samples; [ ] = another dose, or the depositor's remark. The list is partial; rates above refer to the full screens.
SMILES,EP2 modulator,EP2 antag,NPY1 pot ag,eIF4E 4G PPI,S1P4 ag,NPY Y1 blocker,NPY2 pot ag,S1P4 antag,p97 inhibitor
Cc1[nH]c2ccc(F)cc2c(=O)c1SC(F)(F)C(F)C(F)(F)F (configuration not stated),-16,17,62,12,-5.2,-14,39,7,2
COC(=O)c1[nH]c2ccc(C)cc2c1NC(=O)CN1CCCC(C)(C)C1,0,-1,10,-9,-1.1,-3,2,-21,-2
CS(=O)(=O)N1CCN(c2ccccc2NC(=O)c2ccc(Br)o2)CC1,7,15,-8,2,-0.7,18,-1,2,4
COc1ccccc1NC(=O)CNC(=O)c1ccccc1C,0,6,12,-3,-1.4,-6,0,-6,2
COC(=O)c1ccccc1Sc1snnc1C,26,3,9,0,-1.8,7,10,-2,4
CC1(C(=O)NC2CCCCCCC2)CCC(=O)N1Cc1cccs1 (configuration not stated),11,3,6,-5,4.0,-4,-3,-8,1
Cc1nc(NC(=O)c2ccccc2)nc2cc3c(cc12)OCO3,2,11,-3,2,1.5,5,9,-5,0
O=C(O)CSc1cnc2ccccc2n1,12,12,-35,5,-1.1,1,-16,0,-4
CC(C)N1C(=O)S/C(=C/c2ccc3c(c2)n(C)c(=O)n3C)C1=O,8,8,-4,4,-0.1,1,-5,6,0
CCCC1CCC(c2ccc(C(=O)NN)cc2)CC1 (configuration not stated),42,13,-20,-4[fluorescence artefact?],-1.1,5,-11,-11,-6
COC(=O)N/N=C/c1cn(Cc2ccc(Cl)cc2Cl)c2ccccc12,-8,7,-19,-4,1.9,4,-5,-12,-7
COc1ccc(-c2csc(NC(=O)Cc3cccc4ccccc34)c2C(=O)O)cc1,-61,7,22,1,1.3,1,7,-2,5
CC(=O)Nc1ccc(N2CCCC(C)C2)c([N+](=O)[O-])c1 (configuration not stated),-14,8,5,-5,-1.4,-4,2,-11,-3
Clc1ccc(-c2n[nH]c3c2Cc2ccccc2-3)cc1Cl,22,6,3,-3,-1.7,/,-23,-18,6
CCOc1ccc(NC(=O)Cn2nnc(C(=O)NCc3ccccc3OC)c2N)cc1,-17,/,10,0,2.7,0,-5,-30,-1
Cn1c(=O)c2c(nc(CN3CCN(c4cccc(Cl)c4)CC3)n2CCc2ccccc2)n(C)c1=O,/,14,-56,/,-2.9,18,-20,-19,-6
CCOC(=O)c1nnn(-c2nonc2N)c1COc1c(C=O)cccc1OC,5,16,5,1,-0.3,7,6,-2,-5
NS(=O)(=O)c1ccc(NC(=S)NC(=O)c2cccs2)cc1,-47,13,2,-2,-0.6,/,1,-4,8
Cc1ccc(N(CCC(=O)O)S(=O)(=O)c2ccccc2)cc1,23,4,6,-6[fluorescence artefact?],0.3,5,-7,0,-1
CC(C)c1ccccc1NC(=S)N(C)C,1,11,12,3,0.3,/,11,-9,7
COc1ccc(CNC(=O)/C=C/c2ccc(S(=O)(=O)N3CCOCC3)cc2)cc1,-75,6,5,-3,0.1,2,-7,2,-2
CCN(CC(=O)NC(C)(C)C)C(=O)c1ccc2c(c1)S(=O)(=O)c1ccccc1C2=O,-14,6,1,0,1.1,4,-7,-8,1
COC(=O)C1=C(C)N=c2s/c(=C/c3ccoc3)c(=O)n2C1c1ccccc1 (configuration not stated),50,4,-19,9[fluorescence artefact?],-1.9,7,5,-23,1
COc1cccc(NC(=S)NC2CC3CCCC(C2)N3CC(C)C)c1 (configuration not stated),-27,7,3,-1,-0.4,11,-4,7,5
CCOC(=O)C1CCN(c2c([N+](=O)[O-])c(C(Cl)Cl)nn2-c2ccccc2)CC1,17,16,-27,-5,2.0,10,-10,-19,-6
# Continuation.
SMILES,EP2 modulator,EP2 antag,NPY1 pot ag,eIF4E 4G PPI,S1P4 ag,NPY Y1 blocker,NPY2 pot ag,S1P4 antag,p97 inhibitor
C(/C=C/C=C/Nc1ccccc1)=Nc1ccccc1,-2,12,-1,1[fluorescence artefact?],-0.2,1,-11,0,-6
COc1cc(C2C3C(C)N(C)C(=O)N(C)C3N(C)C(=O)N2C)ccc1O (configuration not stated),12,12,14,0,-3.0,3,6,-28,-1
COC(=O)c1ccc(-n2nnnc2SCC(=O)NCc2cccc(C(=O)O)c2)cc1,16,12,7,8,1.6,-2,-6,-15,2
CCc1nnc(NC(=O)CSc2ncnc3scc(-c4ccc(C)cc4)c23)s1,42,7,-15,-12,-2.3,2,-6,-8,-5
O=C(NCC(c1ccc(F)cc1)N1CCOCC1)c1cccc(Br)c1 (configuration not stated),16,1,-10,0,1.8,6,-3,-1,-1
COc1cc(-c2nc3ccccn3c2/N=C/c2ccccc2)ccc1O,6,16,-1,1[fluorescence artefact?],1.4,6,0,-3,2
Cc1cc(=O)[nH]c(SCc2nnc(-c3ccccc3)o2)n1,-27,17,-3,-4,-1.1,0,-11,1,0
O=C(Cn1nnc2ccccc21)NNC(=S)NC1CCCCC1,31,2,6,1,2.2,4,-4,-14,5
CN(C)c1nc(=S)nc(NCc2ccccc2)[nH]1,18,8,-33,-3,-1.6,9,-18,-5,-1
Cc1ccccc1Nc1nc(N)nc(COC(=O)c2cccc(S(=O)(=O)N(C)c3ccccc3)c2)n1,-29,10,6,-7,-0.5,3,11,6,-2
Clc1ccc(Cc2nnc(-c3cccs3)o2)cc1,-9,7,-12,0[fluorescence artefact?],1.5,1,-4,14,3
CC(C)(C)c1cc(N/C=C\c2nnnn2-c2ccc(Br)cc2)no1,15,9,-33,0,-1.0,0,2,-15,3
CN1CCN(CC#CC(C)(O)C2CC3C=CC2C3)CC1 (configuration not stated),15,13,6,7,-2.0,2,4,2,5
CCOC(=O)C1(CC2CCCCO2)CCN(C(=O)NCc2ccccc2)CC1 (configuration not stated),9,9,15,0,0.1,2,-6,-11,1
O=C(C1COc2ccccc2O1)N1CCn2c(nc3ccccc32)C1 (configuration not stated),1,5,-13,1,-0.4,3,4,-23,3
CCN(CC)C(=O)Cn1cc(S(=O)(=O)CC(=O)N2CCCCCC2)c2ccccc21,25,6,-1,-2,-1.4,-4,2,-8,2
COc1cc2c(cc1OC)C1=NC(=O)CN1C(SCc1ccccc1C)=N2,24,2,10,-1,-0.4,2,-5,-1,2
O=C(Cc1ccccc1)Nc1ccccc1C(=O)O,13,5,11,-4,1.1,6,3,-8,2
CCn1c(=O)cc(SCC(=O)Nc2cccc(C)n2)c2ccccc21,2,9,-5,1,0.7,2,1,-13,1
CC(C)C(=O)N1CCN(c2ccccc2NC(=O)COc2ccccc2)CC1,3,7,-31,3,3.1,10,-7,10,0
N#Cc1c(N)nc(-c2ccccc2)nc1-c1ccccc1,22,4,16,-1,-1.4,-1,-2,-1,2
CCn1ncc(Cl)c1C(=O)NC(=S)Nc1c(C)cc(C)cc1[N+](=O)[O-],15,9,-1,3,0.9,-1,3,-18,-3
O=C(NCCc1ccccc1)c1cccs1,13,4,13,2[fluorescence artefact?],2.7,3,14,-5,1
COC(=O)c1ccc(NC(=O)Nc2ccc3c(c2)nc(C)n3C)cc1,-29,8,-6,-2,0.9,-2,-13,-11,1
COc1ccc(CNc2nc3nc(C)cc(C)n3n2)cc1,22,4,4,-2,0.7,4,-12,-2,6

# In the list so far, these contain two or more sulfur atoms.
SMILES,EP2 modulator,EP2 antag,NPY1 pot ag,eIF4E 4G PPI,S1P4 ag,NPY Y1 blocker,NPY2 pot ag,S1P4 antag,p97 inhibitor
COC(=O)c1ccccc1Sc1snnc1C,26,3,9,0,-1.8,7,10,-2,4
NS(=O)(=O)c1ccc(NC(=S)NC(=O)c2cccs2)cc1,-47,13,2,-2,-0.6,/,1,-4,8
CCc1nnc(NC(=O)CSc2ncnc3scc(-c4ccc(C)cc4)c23)s1,42,7,-15,-12,-2.3,2,-6,-8,-5

# Remaining list, next part.
SMILES,EP2 modulator,EP2 antag,NPY1 pot ag,eIF4E 4G PPI,S1P4 ag,NPY Y1 blocker,NPY2 pot ag,S1P4 antag,p97 inhibitor
COc1ccc(NS(=O)(=O)c2cc(NC(=O)C3CC3)ccc2N2CCOCC2)cc1,5,6,11,1,0.6,3,2,-15,4
CCN(CC)c1cc(C)c2cc(NC(=O)c3ccc(Br)o3)ccc2n1,-21,11,22,4,-1.0,10,-10,7,4
Cc1ccc(-c2nnc(SCC(=O)NNC(=O)COc3cccc4ccccc34)n2C)cc1,3,8,6,0,0.5,3,-5,-13,5
CCOC(=O)C(c1ccccc1)C(Nc1ccccc1)c1ccccn1 (configuration not stated),11,11,0,5,-0.8,/,-19,15,-5
CCOCc1nnc(NC(=O)c2ccc(OC)cc2)s1,5,17,7,-4,-0.7,-2,12,0,4
CCC12CN3CC(CC)(CN(C1)C3c1ccc([N+](=O)[O-])o1)C2=O (configuration not stated),-6&34,10&5,5,1,2.2,3,2,-24,4
c1ccc(-c2nc3cnccn3c2Nc2ccc3c(c2)OCCO3)cc1,-28,11,-25,0,-2.2,37*,-1,-1,3
Oc1ccc(-c2nc3c4c(ncn3n2)-c2ccccc2CC42CCCC2)cc1,43,4,26,2,0.7,-5,9,-27,5
COc1ccc(C(=O)OC(C)CN2CCN(C)CC2)cc1OC (configuration not stated),8,27,18,2,-1.3,0,-11,-6,4
Cn1c(SCC(=O)O)nnc1C1CCCCC1,1,2,-8,0,2.1,-4,-3,8,0
CC1=CC2=NC(=O)/C(=C\c3ccc(-c4cccc(Cl)c4)o3)C(=N)N2O1,3,10,-23,-9[fluorescence artefact?],-0.6,2,4,-5,2
CC1=NN(c2nc(-c3ccccc3)cs2)C(=O)C1N=Nc1ccccc1 (configuration not stated),9,9,0,1,0.1,0,4,-1,3
O=S(=O)(CCN1C=CC(C(F)(F)F)=NCC1)c1ccc(Cl)cc1Cl,-22,8,-9,1,-0.2,/,-15,-6,-2
CCCn1c(=O)c(C#N)cn(C2CC2)c1=O,9,10,7,5,0.9,/,21,3,6
CC1CCCCC1NC(=O)COC(=O)Cc1ccc(Br)cc1 (configuration not stated),17,0,0,-1,-0.3,3,5,-1,4
Cc1cccc(NC(=O)CCCN2C(=S)NC(C)(C)CC2C)c1C (configuration not stated),13,15,-4,-1,-0.2,-2,8,-5,2
O=c1[nH]c(=O)n(-c2ccccc2)c2c1C(C(F)(F)F)(C(F)(F)F)N=C(CCC1CCCCC1)N2,-48,19,8,12,1.1,-4,-1,-10,3
COc1ccc(OC)c(C(=O)c2coc3ccc(O)c(CN4CCOCC4)c23)c1,24,4,1,4,1.1,5,-11,-1,-1
Cc1ccc(C(=O)NCc2ccc3c(c2)OCO3)cc1S(=O)(=O)N1CCCCC1,-16,12,15,1,2.2,1,-15,-10,0
COc1ccc(C(C)(C)C)cc1S(=O)(=O)N1CCN(C)CC1,4,9,-11,0[fluorescence artefact?],1.6,3,-2,9,1
Nn1c(SCC(=O)Nc2ccccc2)nnc1-c1cccnc1,-10,16,-12,-2,-1.2,-5,13,-12,5
COc1ccc(OCC(=O)NC(=S)Nc2ccc(N3CCOCC3)c(Cl)c2)cc1,-27,15,-10,-5,1.6,17,-8,8,0
CCn1nc(C)cc1-c1nnc(SCC(=O)Nc2ccccc2)n1CCCOC,-2,4,3,3,-0.6,/,8,17,4
Cc1sc(NC(=O)c2ccco2)c(C(c2cccnc2)N2CCC(C)CC2)c1C (configuration not stated),35,11,-25,-1,0.6,9,-18,18,0
Cc1cc(N2CCN(C3CCCCC3)CC2)nc2cccc(O)c12,8,10,-15,0,-0.2,2,5,-4,5

# Screening data as filed in PubChem.
